UHRF1 binding = human UHRF1 methylated DNA binding inhibitors; AID 687016; UHRF1 binding to methylated oligo, TR-FRET; inhibition, % at 4.4 µM; 370,000 tested, 0.75% active; Q96T88; in the data active means inhibition above about 21%;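 further: UHRF1 SRA domain binding a hemimethylated CpG hairpin DNA probe; 0% = median of test compound wells and 100% = reference inhibitor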
Target sequence (Q96T88 whole entry, looked up, the tested form may be a part): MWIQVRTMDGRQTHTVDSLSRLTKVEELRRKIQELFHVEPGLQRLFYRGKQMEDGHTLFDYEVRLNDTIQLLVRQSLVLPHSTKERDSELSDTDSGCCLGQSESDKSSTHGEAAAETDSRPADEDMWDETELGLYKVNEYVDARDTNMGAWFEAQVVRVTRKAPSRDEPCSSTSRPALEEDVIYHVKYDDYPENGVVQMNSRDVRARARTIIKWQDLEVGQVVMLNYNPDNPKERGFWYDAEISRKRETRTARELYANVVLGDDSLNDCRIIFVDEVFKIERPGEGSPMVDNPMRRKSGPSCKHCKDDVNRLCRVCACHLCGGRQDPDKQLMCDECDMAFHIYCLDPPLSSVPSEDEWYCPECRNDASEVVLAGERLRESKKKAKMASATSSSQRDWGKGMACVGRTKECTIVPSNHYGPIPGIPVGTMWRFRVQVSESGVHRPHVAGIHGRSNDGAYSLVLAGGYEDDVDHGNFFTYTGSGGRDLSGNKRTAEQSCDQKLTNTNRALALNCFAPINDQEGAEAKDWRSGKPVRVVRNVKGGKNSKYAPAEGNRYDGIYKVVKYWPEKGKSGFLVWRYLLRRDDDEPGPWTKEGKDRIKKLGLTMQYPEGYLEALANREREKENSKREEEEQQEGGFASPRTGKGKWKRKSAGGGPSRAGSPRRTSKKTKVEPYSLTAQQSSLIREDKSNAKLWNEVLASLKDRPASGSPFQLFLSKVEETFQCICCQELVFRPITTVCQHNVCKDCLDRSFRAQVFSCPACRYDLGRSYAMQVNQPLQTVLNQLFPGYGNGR
PG9 binder = PG9 antibody binding by small molecule; TR-FRET gp120-PG9 antibody binding; inhibition, % at 6.7 µM; 360,000 tested, 0.43% active; AID 624416; in the data active means inhibition above about 8.5%
ABHD4 inh = inhibitors of mouse ABHD4 | Q8VD66 | purified mABHD4, FP-Rh probe fluorescence polarization | inhibition, % at 8.92 µM | 370,000 tested, 0.54% active | AID 720543;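 active means inhibition exceeding the mean over every tested compound plus 3 SD, cut at about 30% in these data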;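 further: 0% = plate median of compound wells and 100% = S159A mutant with DMSO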
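Test system: mABHD4 protein; Read-out basis: % inhibition; Incubation: 45 min + 60 min at 25 °C; Repeats: single replicate; Technique: fluorescence polarization with parallel and perpendicular emission, 525/598 nm; Compound: 8.92 µM, single dose; Benchmarks: full inhibition S159A mutant plus DMSO, zero as sample-well median.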
rCAG RNA binder = binds r(CAG) RNA repeats. r(CAG) RNA repeat, TO-PRO-1 dye displacement fluorescence. inhibition, % at 3 µM. 370,000 tested, 1.3% active;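 active means inhibition above the plate cutoff, the mean of all test compounds on that plate plus 3 SD, cut at about 35% in these data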;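 further: 0% = DMSO alone and 100% = 100 µM mitoxantrone as full dye displacement; higher means more dye released from RNA so lower well fluorescence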
Rev-erbA mod = modulators of human Rev-erb alpha DNA binding | P20393 | Rev-erbα–FITC-DNA binding, fluorescence polarization, 90 min | activity, % at 10 µM | 370,000 tested, 0.79% active;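 active means activity above about 14%, limit read from the data; passing the limit was not always enough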;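 further: 0% = DMSO wells with 35 nM protein and 100% = DMSO wells with 750 nM protein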
TCR CD3 inh = human TCR-CD3 binding inhibition. TAMRA-labeled TCR probe fluorescence, biochemical. inhibition, % at 9.4 µM. 360,000 tested, 0.37% active. AID 651800; in the data active means inhibition above about 19%;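 further: recombinant mutant TCR 2C K166C tagged with TAMRA read by polarization; 0% = receptor in buffer alone and 100% = receptor with positive control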
PRMT1 inh = inhibitors of human PRMT1; Q99873; 370,000 tested, 1.3% active; recombinant PRMT1, activity-based probe fluorescence polarization; inhibition, % at 2.79 µM;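 active means inhibition above about 21% made by adding two undisclosed values, limit read from the data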
HTRA1 inhibitor = blocks human HTRA1 serine peptidase; Q92743; recombinant HTRA1, FP-rhodamine activity-based probe, fluorescence polarization; inhibition, % at 5.96 µM; 340,000 tested, 0.5% active; in the data active means inhibition above about 36%;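 further: 0% = enzyme with DMSO and 100% = wells lacking enzyme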
LEDGF integ inh = blocks HIV-1 LEDGF/p75-dependent DNA integration; inhibition, % at 3.7 µM; 370,000 tested, 0.64% active; TR-FRET IN-LEDGF/p75 DNA integration, Eu/Cy5;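 active means inhibition above the screen-wide mean plus 3 SD, cut at about 13% in these data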;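 further: signal is the Cy5 over europium emission ratio at 671 and 618 nm; 0% = plate median of compound wells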
MBD2 inh = MBD2-methylated oligo binding inhibition; TR-FRET, MBD2 binding to methylated oligonucleotide; AID 686964; Q9UBB5; inhibition, % at 4.4 µM; 370,000 tested, 0.31% active; in the data active means inhibition above about 13%
An asterisk follows results filed as active; / = not tested or not shown. An excerpt. The share of hits here may be higher or lower than overall.

Results follow in this order: UHRF1 binding	PG9 binder	ABHD4 inh	rCAG RNA binder	Rev-erbA mod	TCR CD3 inh	PRMT1 inh	HTRA1 inhibitor	LEDGF integ inh	MBD2 inh
> O=C(Nc1ccc(F)cc1)NC1CCCCC1
  2	0.1	-5	-4	1	-1	-2	0	7	2
> CC[C@H](C)[C@H](NC(N)=O)C(=O)NCCc1ccc(OC)cc1
  -2	0.1	1	0	-2	1	-1	1	-1	-3
> C=CCNc1nc(NCCOC)c2sc(-c3ccccc3)cc2n1
  -4	-1.4	3	3	5	4	-3	/	-4	-2
> CC(C)(C)CN1CCNC[C@H]1Cc1ccc(O)cc1
  -2	1.0	2	13	-3	4	2	1	-2	4
> O=C(NCCN1CCN(C(=O)c2ccc([N+](=O)[O-])cc2)CC1)C(=O)NCc1ccccc1
  0	-1.1	-2	-4	2	2	-3	1	3	-3
> CC1(C(=O)NS(=O)(=O)Cc2cccc(Cl)c2)CCN1C(=O)Cc1ccccc1 (stereo not given)
  -1	0.1	2	13	1	-1	-2	/	4	-6
> C=CCC[C@@H](CCCCC)OC(=O)/C=C/[C@@H](O)[C@H](O)C[C@@H](O)CC=C
  0	-0.3	-5	-3	-5	3	4	/	0	-5
> N#C/C(=C/c1ccccc1[N+](=O)[O-])c1nnc2n1CCCCC2
  0	0.1	-1	1	-3	8	1	-3	-4	-1
> COc1ccc(Cc2nnc(SCC(=O)Nc3ccc(C)cc3)n(N)c2=O)cc1
  -4	0.0	-25	6	-1	-4	20	0	6	-3
> CSc1nc2ncnc(N)c2[nH]1
  2	-0.4	-2	2	0	4	-5	/	-6	3
> COc1ccccc1/C=C/CN1CCC(Oc2cc(C(=O)NC3CC3)ccc2OC)CC1
  -1	-2.2	1	-7	-6	5	-4	-1	0	-1
> O=C(Cn1c(NCCO)nc2ccccc21)NCCc1ccc(F)cc1
  -1	-1.3	-1	-1	1	9	-1	1	-1	3
> O=C(/C=C/c1ccccc1Cl)c1ccc(O)cc1
  2	-2.5	-23	4	-6	0	3	-13	-1	4
> CC1CCN(C(=O)c2ccc(CNc3c(N4CCCC4)c(=O)c3=O)cc2)CC1
  -2	0.6	-2	-6	2	2	3	0	2	-2
> Cc1cc(NC(=O)c2sc(Nc3ccc(F)c(Cl)c3)nc2N)no1
  0	-1.9	-2	11	-7	2	-7	6	2	-6

Results follow in this order: UHRF1 binding	PG9 binder	ABHD4 inh	rCAG RNA binder	Rev-erbA mod	TCR CD3 inh	PRMT1 inh	HTRA1 inhibitor	LEDGF integ inh	MBD2 inh
> O=S(=O)(c1ccccc1Cl)N1CCC(Cc2ccccc2)CC1
  -2	1.1	-7	-3	10	3	0	-18	-2	1
> CCOC(=O)CCC(NC(=O)c1ccc(CNc2nc3cc(C(F)(F)F)ccc3nc2C(=O)OCC)cc1)C(=O)OCC (stereo not given)
  -3	0.2	6	4	2	1	0	-11	-2	-4
> O=C(CCN1CCc2ccccc2C1)Nc1cccc(F)c1
  0	-0.9	3	-4	1	2	6	-1	-3	1
> C[C@H](O)[C@@H]1C(=O)N2CCc3c([nH]c4c(-c5ccccc5)cccc34)[C@@H]2C[C@@H]1N(C)C(=S)NCCc1ccccc1
  1	1.9	8	3	0	8	-1	/	-4	0
> Cc1ccc(C)c(NC(=O)C2CCCN2S(=O)(=O)c2ccc3c(c2)n(C)c(=O)c(=O)n3C)c1 (stereo not given)
  2	-1.4	3	2	-4	-2	1	2	-3	4
> COc1ccc(NS(=O)(=O)c2ccc(C)c(C(=O)N3CCCCCCC3)c2)cc1
  -1	1.4	2	-1	2	0	0	-5	0	-2
> COC(=O)/C=C1/N/C(=N\c2nc(C)cc(C)n2)N(c2ccc(C)c(C)c2)C1=O
  -1	-0.7	1	-3	5	-7	-3	0	-2	2
> CCOc1ccccc1-n1c(C)cc(C=O)c1C
  -3	0.0	1	-1	-1	0	-3	1	3	-3
> COc1cccc(Nc2nc(N)nc(CCl)n2)c1
  -2	-0.6	3	3	1	5	0	-2	1	2
> COCCCNc1nc2c(-c3ccc(Cl)cc3)nnn2c2ccccc12
  -2	-2.1	-7	2	14	1	-2	4	0	0
> CCOc1ccc(CNC(=O)C2CCN(S(=O)(=O)c3ccc4c(c3)CCCC(=O)N4)CC2)cc1
  -2	-1.7	-1	0	-1	4	-2	3	-1	5
> C=C(C)C(=O)OCC(O)COc1ccc(C(C)(C)c2ccc(OCC(O)COC(=O)C(=C)C)cc2)cc1 (stereo not given)
  2	-2.3	-20	5	2	3	2	-47	-3	0
> c1ccc(-c2ccc(-c3nc(-c4ccncc4)no3)cc2)cc1
  0	-1.6	-9	2	1	0	-3	-4	4	2
> O=[N+]([O-])c1ccc(NS(=O)(=O)N2CCOCC2)cc1
  -4	1.7	-3	4	-3	5	-3	1	1	-1
> CCN(c1ccc2c(c1)OCO2)S(=O)(=O)c1cc(Br)cc2c1N(C(=O)C1CC1)CC2
  -2	-0.5	-4	7	5	1	5	-4	4	1

Results follow in this order: UHRF1 binding	PG9 binder	ABHD4 inh	rCAG RNA binder	Rev-erbA mod	TCR CD3 inh	PRMT1 inh	HTRA1 inhibitor	LEDGF integ inh	MBD2 inh
> CCCCOc1ccc(CON(C(C)=O)C(C)=O)cc1Cl
  -2	-1.5	-4	-6	6	-5	-5	14	0	2
> NC1=NC(=Nc2ccccc2)c2ccccc21
  0	-1.4	-5	5	0	-3	-1	6	-1	1
> NS(=O)(=O)c1ccc(CCNC(=O)c2ccc3ccccc3n2)cc1
  -2	-3.2	-1	11	-2	0	-3	6	3	-1
> COC(=O)c1cccc(NC(=O)CC2NCCNC2=O)c1 (stereo not given)
  -1	-0.5	1	2	-7	-1	0	1	-2	-2
> CC(C)c1ccc(C(=O)Nc2nnc(S(=O)(=O)N3CCOCC3)s2)cc1
  2	0.0	7	18	-1	7	9	-4	0	4
> Cc1ccc(S(=O)(=O)N(CC(=O)N2CCCCCC2)c2ccccc2F)cc1
  -1	-0.4	4	-4	0	-4	1	-5	8	2
> O=C(CC1SC(N2CCCCC2)=NC1=O)Nc1cccc(C(=O)Nc2ncccc2O)c1 (stereo not given)
  -1	-1.6	-6	2	10	-5	5	1	-1	1
> Cc1cc(NC(=O)COC(=O)C2CCC(=O)N2)c([N+](=O)[O-])cc1C (stereo not given)
  0	-0.5	0	-1	-6	-9	2	-1	0	0
> O=C(CSCCO)Nc1ccc(C2CCCCC2)cc1
  6	-1.3	-13	-1	-2	7	-1	-1	4	4
> O=C(NCc1ccccn1)[C@@H]1CCCN1C(=O)[C@@H]1CCCN1C(=O)c1c(F)cccc1F
  -1	0.2	3	-1	-5	-3	0	/	1	3
> NC(=O)CSc1nnc(NC(=O)c2ccc(S(=O)(=O)N3CCOCC3)cc2)s1
  1	-1.3	-10	8	-2	0	-3	6	7	2
> O=C(COC(=O)c1cc([N+](=O)[O-])ccc1N1CCOCC1)Nc1cc(F)ccc1F
  0	0.9	-5	1	-1	-2	1	-7	-2	2
> CC[C@]12c3[nH]c4cc(-c5ccco5)ccc4c3CCN1C(=O)[C@@H](CC(=O)NCc1ccc(OC)c(OC)c1)C[C@@H]2C(=O)N1CCN(C(=O)C2CC2)CC1
  -2	0.3	1	8	-2	1	2	0	-5	3
> O=C(Nc1ccccc1F)N(CCCN1CCOCC1)Cc1cc2cc3c(cc2[nH]c1=O)OCCO3
  0	0.2	1	-4	-4	5	-1	-1	-3	1
> O=C1C(NS(=O)(=O)c2ccc(Br)cc2)=C(N2CCCCC2)C(=O)c2ccccc21
  -7	-4.7	13	8	2	-2	3	15	-5	-8

compound,UHRF1 binding,PG9 binder,ABHD4 inh,rCAG RNA binder,Rev-erbA mod,TCR CD3 inh,PRMT1 inh,HTRA1 inhibitor,LEDGF integ inh,MBD2 inh
Cc1cccc2nc(-c3cccc(NC(=O)c4ccc(Cl)cc4)c3)cn12,0,1.6,-45,11,7,-2,-5,-60,1,3
COc1ccccc1CNC(=O)C1(C)CCCCN1C (stereo not given),1,-2.4,-8,-1,-8,-5,-3,/,3,-7
CCn1nc(C)c(CN2CCC(n3nccc3NC(=O)c3ccccc3OC)CC2)c1C,0,-1.4,3,-7,0,0,2,2,0,-1
Cc1nn(-c2ccc(C(=O)O)cc2)c(C)c1Oc1ccccc1O,0,-0.8,-2,1,-1,2,0,2,-3,2
CC(=NNc1ccc2ccccc2n1)c1ccccn1,-1,0.2,3,2,-7,-1,-4,/,2,0
Cc1noc(C)c1S(=O)(=O)N(C)C[C@@H]1OCc2cnnn2CCCC(=O)N([C@@H](C)CO)C[C@@H]1C,1,-3.2,0,3,8,4,-6,/,0,6
COCCN(C(=O)COC(=O)C1CCCCC1)c1c(N)n(Cc2ccccc2)c(=O)[nH]c1=O,8,0.6,4,2,2,-6,5,2,-7,2
CCOCCCNc1nc2c(C)cccn2c(=O)c1/C=C1\SC(=S)N(C(C)CC)C1=O (stereo not given),1,-2.7,-4,0,23*,-2,-7,-5,4,2
CCN(CC)C(=O)c1ccc(S(=O)(=O)NCc2cccnc2)cc1,4,-1.0,5,-4,-6,-8,0,2,-2,5
CN(C)C(=O)c1ccc(SC(=S)NCc2ccccc2)cc1,0,1.1,8,2,-1,5,59*,/,-1,-7
N#Cc1ccccc1COC(=O)c1cccnc1N,2,1.3,4,0,-3,0,1,-3,3,-1
C#CCNC(=O)C[C@@H]1C[C@@]2(C(=O)OC)CCCCC=C2N(Cc2ccc3c(c2)OCO3)C1=O,1,0.8,0,0,2,5,-2,/,-1,0

Four of these compounds, reformatted.
COc1cccc(Nc2nc(N)nc(CCl)n2)c1
  UHRF1 binding = -2; PG9 binder = -0.6; ABHD4 inh = 3; rCAG RNA binder = 3; Rev-erbA mod = 1; TCR CD3 inh = 5; PRMT1 inh = 0; HTRA1 inhibitor = -2; LEDGF integ inh = 1; MBD2 inh = 2

O=C(CC1SC(N2CCCCC2)=NC1=O)Nc1cccc(C(=O)Nc2ncccc2O)c1 (stereo not given)
  UHRF1 binding = -1; PG9 binder = -1.6; ABHD4 inh = -6; rCAG RNA binder = 2; Rev-erbA mod = 10; TCR CD3 inh = -5; PRMT1 inh = 5; HTRA1 inhibitor = 1; LEDGF integ inh = -1; MBD2 inh = 1

Cc1ccc(C)c(NC(=O)C2CCCN2S(=O)(=O)c2ccc3c(c2)n(C)c(=O)c(=O)n3C)c1 (stereo not given)
  UHRF1 binding = 2; PG9 binder = -1.4; ABHD4 inh = 3; rCAG RNA binder = 2; Rev-erbA mod = -4; TCR CD3 inh = -2; PRMT1 inh = 1; HTRA1 inhibitor = 2; LEDGF integ inh = -3; MBD2 inh = 4

NC1=NC(=Nc2ccccc2)c2ccccc21
  UHRF1 binding = 0; PG9 binder = -1.4; ABHD4 inh = -5; rCAG RNA binder = 5; Rev-erbA mod = 0; TCR CD3 inh = -3; PRMT1 inh = -1; HTRA1 inhibitor = 6; LEDGF integ inh = -1; MBD2 inh = 1

Compound activity as filed in PubChem BioAssay.
